Assay outcomes as filed in PubChem BioAssay.
ASM inhibitor: Inhibitors of Secretory Acid Sphingomyelinase (S-ASM): qHTS; placental ASM, HMU-PC fluorogenic substrate, 60 min; Potency, µM (series often up to 57.5 µM), for the others: top-dose activity change, negative = inhibition, most hits filed as inhibitors; 340,000 compounds, 0.006% hits; further: potency means the concentration at half of the fitted maximal effect
Target sequence (P17405 47-631 limits assumed): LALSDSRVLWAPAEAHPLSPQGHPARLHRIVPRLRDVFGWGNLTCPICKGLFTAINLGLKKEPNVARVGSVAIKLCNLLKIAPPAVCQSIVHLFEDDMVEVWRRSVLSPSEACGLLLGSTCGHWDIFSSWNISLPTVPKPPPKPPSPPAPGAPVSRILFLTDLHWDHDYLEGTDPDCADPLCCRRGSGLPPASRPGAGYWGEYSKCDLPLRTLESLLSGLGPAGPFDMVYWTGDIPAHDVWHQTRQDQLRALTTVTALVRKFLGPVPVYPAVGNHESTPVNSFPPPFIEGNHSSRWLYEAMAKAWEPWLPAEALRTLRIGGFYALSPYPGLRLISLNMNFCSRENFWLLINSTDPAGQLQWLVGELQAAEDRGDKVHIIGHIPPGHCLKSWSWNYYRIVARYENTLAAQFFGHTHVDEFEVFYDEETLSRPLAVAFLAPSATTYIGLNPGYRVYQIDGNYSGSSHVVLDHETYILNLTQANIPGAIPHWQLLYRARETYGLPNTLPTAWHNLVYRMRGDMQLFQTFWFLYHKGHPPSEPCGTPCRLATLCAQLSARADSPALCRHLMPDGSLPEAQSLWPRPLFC
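Fluorogenic HMU-PC substrate (9 uM final) is turned over by placental ASM in 60 min at 37 C after a 10 min compound preincubation. Reaction ended by alkaline stop (pH 10), with fluorescence read at 386/447 nm.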
Tb PFK block: qHTS Assay to Find Inhibitors of T. brucei phosphofructokinase. ATP-dependent 6-phosphofructokinase (Trypanosoma brucei brucei), O15648. Potency, µM (highest dose often 57.5 µM), inactives show top-dose activity, negative = inhibition, hits mostly inhibitors. 330,000 compounds, 0.17% hits. T. brucei PFK, ADP-Glo luminescence;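 further: potency means the concentration at half of the fitted maximal effect; 0% = uninhibited 1x PFK enzyme wells and -100% = no-enzyme wells; nearly all actives have a fitted effect of over 60% in size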
Target sequence (O15648 whole entry, looked up): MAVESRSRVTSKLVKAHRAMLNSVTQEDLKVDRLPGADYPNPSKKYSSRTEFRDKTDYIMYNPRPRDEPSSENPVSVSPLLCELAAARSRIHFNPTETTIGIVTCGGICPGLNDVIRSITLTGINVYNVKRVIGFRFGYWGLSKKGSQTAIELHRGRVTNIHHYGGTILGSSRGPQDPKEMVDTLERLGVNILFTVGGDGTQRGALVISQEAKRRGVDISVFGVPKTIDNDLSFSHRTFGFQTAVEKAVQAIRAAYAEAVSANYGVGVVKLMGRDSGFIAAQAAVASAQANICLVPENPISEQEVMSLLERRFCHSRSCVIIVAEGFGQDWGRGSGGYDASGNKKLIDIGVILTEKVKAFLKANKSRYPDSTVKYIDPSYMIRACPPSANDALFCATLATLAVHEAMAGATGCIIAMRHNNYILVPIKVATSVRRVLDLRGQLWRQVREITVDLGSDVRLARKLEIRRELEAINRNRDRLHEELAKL
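In TEA buffer at pH 8.0 with 5 mM MgCl2, enzyme (1.25 nM) converted F6P (0.5 mM) and ATP (0.1 mM) for 45 min at room temperature. ADP product was read by luciferase luminescence.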
TSHR antag: Antagonists of the Thyroid Stimulating Hormone Receptor: HTS campaign | Thyrotropin receptor (Homo sapiens), P16473 | TSHR-expressing cells, TSH-stimulated cAMP HTRF, 2 h; active compounds read low | activity change, negative = inhibition, % at 11.5 µM | 330,000 compounds, 0.2% hits | AID 504810, 2011;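 active means activity change below a set negative limit, meaning inhibition stronger than a set level, cut at about -70% in these data; inconclusive means activity change between two set negative limits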; further: on the % scale 0 is the no-effect control and ±100 the full control effect
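Freshly harvested TSHR cells receive pin-tooled compound, then EC80 TSH at 4nM final. After 2 hours at 37 deg C, antibody in lysis buffer and cAMP-d2 are added; 30 minutes at ambient temperature precede the HTRF read.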
Eya2 phos inh: qHTS Assay for Inhibitors of the Phosphatase Activity of Eya2. Potency, µM (highest dose often 76.9 µM), inactives show top-dose activity, negative = inhibition, actives largely listed as inhibitors. recombinant Eya2, OMFP fluorescence dephosphorylation (OMFP is methylfluorescein phosphate). Protein phosphatase EYA2 (Homo sapiens), O00167. AID 488837, 2010. 330,000 compounds, 0.006% hits; further: potency means the concentration at half of the fitted maximal effect; on the % scale 0 is the no-effect control and ±100 the full control effect
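Eya2 protein (added as 0.2 uM solution) was preincubated with compound for 10 min at ambient temperature in 50 mM HEPES pH 7.5, 50 mM NaCl, 5 uM MgCl2, 0.05% BSA, 1 mM DTT. OMFP (added at 50 uM) then reacted 10 min; fluorescence read at 485/525 nm.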
TSG101-PTAP inh: qHTS Assay for Iinhibitors of HIV-1 Budding by Blocking the Interaction of PTAP/TSG101 | Potency, µM (titrated, usually from 115 µM), without a hit: at the top dose activity change, negative = inhibition, usual class: inhibitors | Tumor susceptibility gene 101 protein (Homo sapiens), Q99816 | Fluorescence polarization, FITC-PTAP peptide / Tsg101 binding | AID 493005, 2010 | 340,000 tested, under 10 active; active means well fitted inhibition curve with a large enough effect in the main read-out, with a control signal flat, not every such curve was filed as active; inconclusive means small, poorly fitted or top-dose-only effect, or effect the other way, or a change in a side signal; inactive means no such curve, though single readings can be large or run the other way; further: potency means the concentration at half of the fitted maximal effect; % of control where 0% means no effect
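Fluorescence anisotropy tracks displacement of a FITC-tagged PTAP peptide (50 nM) from the Tsg101 binding domain (10 uM), following a 20 min room-temperature incubation at pH 7.5.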
ELG1 DNA repair: qHTS screen for small molecules that inhibit ELG1-dependent DNA repair in human embryonic kidney (HEK293T) cells expressing luciferase-tagged ELG1; HEK293T ELG1-luciferase reporter, luminescence, 16 h; DNA damage induced by 5-fluorouridine; Potency, µM (series often up to 46.1 µM), without a hit: at the highest dose activity change, negative = inhibition, actives largely listed as inhibitors; 330,000 compounds, 2.3% hits; further: potency means the concentration at half of the fitted maximal effect; on the % scale 0 is the no-effect control and ±100 the full control effect; nearly all actives have a fitted effect of over 55% in size
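Cells (2,000 per well) received 5-fluorouridine plus test compound or DMSO and were incubated 16 hr at 37 °C, 5% CO2. Luciferase activity was read by luminescence 30 min after ONE-Glo addition; signal suppression marked inhibition of damage-induced ELG1 function.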
TCR act: Activators of T cell receptors: qHTS campaign | 330,000 tested, under 10 active | primary human leukocytes, anti-CD3, IL-2 HTRF, 48 h | AID 504894, 2011 | Potency, µM (highest dose often 9.22 µM), for the others: top-dose activation of IL-2 secretion, usual class: activators; further: % of control where 0% means no effect
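IL-2 produced over 48 hr by a-CD3 bead-stimulated primary human leukocytes exposed to compounds was detected with a homogeneous time-resolved FRET immunoassay, 665nm acceptor signal after 320nm excitation.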
BCR signal inh: qHTS Assay to Find Inhibitors of Chronic Active B-Cell Receptor Signaling; 340,000 compounds, 0.05% hits; AID 493014, 2011; ABC-DLBCL IkBa-CBG/CBR reporter, luminescence ratio, 4 h; Potency, µM (top dose mostly 46.1 µM), without a hit: at the highest dose ratio change, negative = lower green/red ratio, actives largely listed as inhibitors; active means well fitted inhibition curve with a large enough effect in the signal ratio, with a control signal flat, not every such curve was filed as active; inconclusive means small, poorly fitted or top-dose-only effect, or effect the other way, or a change in a side signal; the % refers to the signal ratio;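 further: potency means the concentration at half of the fitted maximal effect; plate controls were basal doxycycline-induced cells for no effect and cells given 10 µM MG132 for full effect; MG132 reads +100%, hits lower the ratio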
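Compounds up to 46 uM were incubated four hours with TMD8 cells whose green CBG68 luciferase is fused to IkappaBalpha; red CBR luminescence normalised the signal, and concentration-effect curves were fitted to fusion, red and ratio data.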
a7 integrin act: qHTS for Activators of Integrin-Mediated Alleviation for Muscular Dystrophy | alpha7betagal myoblasts, beta-gal FDG fluorescence, 48 h | AID 624291, 2012 | 350,000 compounds, 0.064% hits | Potency, µM (top dose mostly 38.3 µM), without a hit: at the top dose activation, most hits filed as activators;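 further: potency means the concentration at half of the fitted maximal effect; 100% = response of the positive control SU9516; nearly all actives have a fitted effect of over 60% in size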
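Alpha7betagal+/- myoblasts (passage 13) were plated 16-24 hr, then exposed to compounds (1:260 dilution of DMSO stock) for 48 hours at 37C. After MPER lysis, β-galactosidase reporter activity was read as FDG fluorescence (ex 480/em 540) after 30 minutes.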
Mito fusion yeast: qHTS Assay for Small Molecule Inhibitors of Mitochondrial Division or Activators of Mitochondrial Fusion | 320,000 compounds, 0.23% hits | AID 485298, 2010 | Potency, µM (series often up to 46.1 µM), for the others: top-dose growth rescue (activation), hits mostly activators | S. cerevisiae fusion-defective mutant growth rescue, CellTiterGlo 48 h;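 further: potency means the concentration at half of the fitted maximal effect; % of control where 0% means no effect; nearly all actives have a fitted effect of over 45% in size; temperature-sensitive fusion mutants such as fzo1-1 at 37 °C on non-fermentable ethanol glycerol medium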
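Temperature-sensitive fusion-defective S. cerevisiae (e.g. fzo1-1, mgm1-5) were grown with compound in YPEG medium (3% ethanol, 3% glycerol) for 48 hours at 37C. Growth rescue was measured as viability by CellTiterGlo luminescence after 10 minutes at ambient.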
AT treatment: qHTS Assay for Identifying a Potential Treatment of Ataxia-Telangiectasia | […] A-T fibroblasts, KAP-1 phosphorylation AlphaLISA; neocarzinostatin DNA damage 30 min before lysis | Potency, µM (titrated, usually from 57.5 µM), for inactives: at the highest dose activation, most hits filed as activators | 320,000 compounds, 0.19% hits | AID 485349, 2010; further: potency means the concentration at half of the fitted maximal effect; % of control where 0% means no effect; nearly all actives have a fitted effect of over 45% in size
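ATM-like activity read as KAP-1 phosphorylation via AlphaLISA donor/acceptor antibody pairs after lysis and 6 hr at 25C. Cells were ATM-null patient fibroblasts ([…], hTERT), dosed 60 min, then exposed to the DSB inducer NCS for 30 min.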
Numbers without * were called inactive; [ ] = remark or other dose. Unless noted, the call rests on the fitted dose curve; in most records, active means well fitted curve in the direction sought with a large enough effect; inconclusive means small, poorly fitted or top-dose-only effect, or another doubt; inactive means no such curve, though single readings can be large; an effect the other way counts as inactive or inconclusive.

How did O=C1/C(=C\c2cccnc2)CCc2ccccc21 do in these assays?
ASM inhibitor: 2%; Tb PFK block: -7%; TSHR antag: -7; Eya2 phos inh: -11%; TSG101-PTAP inh: -1%; ELG1 DNA repair: inconclusive; TCR act: 7%; BCR signal inh: inconclusive; a7 integrin act: -4%; Mito fusion yeast: -9%; AT treatment: -5%

Results for CCOC(=O)C1=C(C)C(c2ccccc2O)NC(=O)N1 (configuration not stated) ?
ASM inhibitor: 0%; Tb PFK block: -4%; TSHR antag: 3; Eya2 phos inh: -8%; TSG101-PTAP inh: -6%; ELG1 DNA repair: -3%; TCR act: -2%; BCR signal inh: inconclusive; a7 integrin act: -18%; Mito fusion yeast: -1%; AT treatment: -2%

What do the screens show for `COc1ccc(CN(CCC(c2ccccc2)c2ccco2)C(=O)c2ccco2)cc1` (configuration not stated)?
ASM inhibitor: -10%; Tb PFK block: -8%; TSHR antag: -7; Eya2 phos inh: -7%; TSG101-PTAP inh: -4%; ELG1 DNA repair: inconclusive; TCR act: -26%[46.1 µM]; BCR signal inh: inconclusive; a7 integrin act: 0%; Mito fusion yeast: 17%; AT treatment: 2%

Results for O=[N+]([O-])c1nn(-c2ccc3c(c2)OCCO3)n(O)c1=NCc1ccc(F)cc1Cl ?
ASM inhibitor: -5%; Tb PFK block: -2%; TSHR antag: 1; Eya2 phos inh: -2%; TSG101-PTAP inh: -1%; ELG1 DNA repair: inconclusive; TCR act: -11%; BCR signal inh: 13%; a7 integrin act: 1%; Mito fusion yeast: 1%; AT treatment: -3%

What do the screens show for `CC1CCN(C(=O)c2ccc(CS(=O)(=O)Cc3ccccc3)cc2)CC1`?
ASM inhibitor: -1%; Tb PFK block: 2%; TSHR antag: 5; Eya2 phos inh: -11%; TSG101-PTAP inh: 0%; ELG1 DNA repair: inconclusive; TCR act: 1%; BCR signal inh: 8%; a7 integrin act: 7%; Mito fusion yeast: 2%; AT treatment: 3%

Results for COc1ccc(NC(=O)CSc2nnc(-c3ccccn3)n2N)cc1Cl ?
ASM inhibitor: 2%; Tb PFK block: 2%; TSHR antag: 0; Eya2 phos inh: 5%; TSG101-PTAP inh: -6%; ELG1 DNA repair: 1%; TCR act: 0%; BCR signal inh: 3%; a7 integrin act: -40%; Mito fusion yeast: 1%; AT treatment: 4%

Results for CCOC(=O)c1sc2nc(C)nc(NCc3ccccc3)c2c1C ?
ASM inhibitor: -14%; Tb PFK block: 3%; TSHR antag: -2; Eya2 phos inh: 2%; TSG101-PTAP inh: -4%; ELG1 DNA repair: 23µM*; TCR act: -5%; BCR signal inh: 3%; a7 integrin act: 14%; Mito fusion yeast: -58%[inhibitor]; AT treatment: -6%

What do the screens show for `Cc1ccccc1OCC(=O)N/N=C/c1ccc(Sc2nc3ccccc3s2)o1`?
ASM inhibitor: -17%; Tb PFK block: 0%; TSHR antag: 13; Eya2 phos inh: -9%; TSG101-PTAP inh: -1%; ELG1 DNA repair: inconclusive; TCR act: 1%; BCR signal inh: inconclusive; a7 integrin act: -22%; Mito fusion yeast: 11%; AT treatment: -3%

How did COc1ccc(CC(=O)Nc2cccc3ncccc23)cc1OC do in these assays?
ASM inhibitor: 16%; Tb PFK block: 10%; TSHR antag: -9; Eya2 phos inh: 9%; TSG101-PTAP inh: -3%; ELG1 DNA repair: -1%; TCR act: -1%; BCR signal inh: -8%; a7 integrin act: 9%; Mito fusion yeast: -1%; AT treatment: 10%

What do the screens show for `CN(CC(=O)Nc1ccc(Cl)c(Cl)c1)C1CCCCC1`?
ASM inhibitor: 1%; Tb PFK block: 0%; TSHR antag: 9; Eya2 phos inh: -6%; TSG101-PTAP inh: -3%; ELG1 DNA repair: -12%; TCR act: 3%; BCR signal inh: inconclusive; a7 integrin act: -21%; Mito fusion yeast: -11%; AT treatment: 0%

What do the screens show for `O=S(=O)(Cc1ccccc1)c1ccccc1-c1nnc(-c2ccccc2)o1`?
ASM inhibitor: 1%; Tb PFK block: 0%; TSHR antag: 8; Eya2 phos inh: -14%; TSG101-PTAP inh: -4%; ELG1 DNA repair: inconclusive; TCR act: -4%; BCR signal inh: 3%; a7 integrin act: -44%; Mito fusion yeast: -8%; AT treatment: -9%

What do the screens show for `CCOc1cc(C2C3=C(CC(C)(C)CC3=O)N(CCCOC)C3=C2C(=O)CC(C)(C)C3)ccc1O`?
ASM inhibitor: 18%; Tb PFK block: 2%; TSHR antag: 15; Eya2 phos inh: 1%; TSG101-PTAP inh: -5%; ELG1 DNA repair: 2%; TCR act: -3%; BCR signal inh: 0%; a7 integrin act: -17%; Mito fusion yeast: -2%; AT treatment: inconclusive

Results for Cc1nnc(NC(=O)CSc2nnc3scc(-c4ccc(C)c(C)c4)n23)s1 ?
ASM inhibitor: 3%; Tb PFK block: -4%; TSHR antag: 7; Eya2 phos inh: -1%; TSG101-PTAP inh: -6%; ELG1 DNA repair: 0%; TCR act: 0%; BCR signal inh: -1%; a7 integrin act: -2%; Mito fusion yeast: 0%; AT treatment: 1%

How did CCCc1cc(=O)[nH]c(SCC(=O)Nc2ccc(OC)c(S(=O)(=O)N3CCCCC3)c2)n1 do in these assays?
ASM inhibitor: -4%; Tb PFK block: 5%; Eya2 phos inh: -12%; TSG101-PTAP inh: -2%; ELG1 DNA repair: -13%; TCR act: -4%; BCR signal inh: 5%; a7 integrin act: 4%; AT treatment: -6%

Results for COc1cccc(/C(O)=C2\C(=O)C(=O)N(c3ccccn3)C2c2ccccc2OC)c1 (configuration not stated) ?
ASM inhibitor: -1%; Tb PFK block: -3%; TSHR antag: 0; Eya2 phos inh: 0%; TSG101-PTAP inh: -7%; ELG1 DNA repair: -2%; TCR act: -6%; BCR signal inh: 0%; a7 integrin act: -3%; Mito fusion yeast: 2%; AT treatment: 3%

How did CCn1c(=O)c2c(O)cc(=O)oc2c2ccccc21 do in these assays?
ASM inhibitor: 2%; Tb PFK block: 3%; TSHR antag: 4; Eya2 phos inh: 12%; TSG101-PTAP inh: -7%; ELG1 DNA repair: 1%; TCR act: -4%; BCR signal inh: 2%; a7 integrin act: 20%; Mito fusion yeast: -7%; AT treatment: -1%

Results for CC(=O)NC(=S)Nc1ccc(NC(=S)NC(=O)/C=C/c2ccco2)cc1 ?
ASM inhibitor: -2%; Tb PFK block: 19%; TSHR antag: -12; Eya2 phos inh: -12%; TSG101-PTAP inh: -3%; ELG1 DNA repair: -3%; TCR act: 5%; BCR signal inh: -6%; a7 integrin act: -40%[inhibitor]; Mito fusion yeast: -2%; AT treatment: -11%

How did O=c1c2ccccc2nnn1Cc1ccccc1 do in these assays?
ASM inhibitor: 1%; Tb PFK block: -3%; TSHR antag: 4; Eya2 phos inh: 7%; TSG101-PTAP inh: -1%; ELG1 DNA repair: 1%; TCR act: 0%; BCR signal inh: inconclusive; a7 integrin act: inconclusive; Mito fusion yeast: 7%; AT treatment: -6%

How did COc1ccc(NC(=O)COc2cccc3c2CCN(C)C3=O)c(OC)c1 do in these assays?
ASM inhibitor: 4%; Tb PFK block: -5%; TSHR antag: -8; Eya2 phos inh: -3%; ELG1 DNA repair: -10%; TCR act: -1%; BCR signal inh: inconclusive; a7 integrin act: -13%; Mito fusion yeast: 8%; AT treatment: 24%
